RmlCD inh 1536: blocks M. tuberculosis RmlC and RmlD coupled enzymes | P9WH09+P9WH11 | RmlC+RmlD coupled enzyme assay, percent inhibition; primary screen in compound mixtures | inhibition, % at 3.6 µM | 0.03% of 160,000 active; in the data active = inhibition mostly above about 34%, no sharp cut-off; note: some results filed as inactive read as strong as hits
Target sequence (P9WH09 whole entry, looked up): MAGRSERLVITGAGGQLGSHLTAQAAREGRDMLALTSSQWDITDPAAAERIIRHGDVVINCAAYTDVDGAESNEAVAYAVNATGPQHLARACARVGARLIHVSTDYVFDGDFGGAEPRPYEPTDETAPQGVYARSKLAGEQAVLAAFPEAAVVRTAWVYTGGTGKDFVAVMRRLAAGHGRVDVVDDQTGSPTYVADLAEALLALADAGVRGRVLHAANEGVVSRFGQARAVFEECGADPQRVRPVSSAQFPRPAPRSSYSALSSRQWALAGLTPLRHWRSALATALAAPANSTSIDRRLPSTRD
Target sequence (P9WH11 whole entry, looked up): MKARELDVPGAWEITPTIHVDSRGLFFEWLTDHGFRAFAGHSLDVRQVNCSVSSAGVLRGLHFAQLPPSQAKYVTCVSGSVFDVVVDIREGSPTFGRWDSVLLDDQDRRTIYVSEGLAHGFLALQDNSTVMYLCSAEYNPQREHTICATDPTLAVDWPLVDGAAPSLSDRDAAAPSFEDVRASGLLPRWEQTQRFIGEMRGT
M. tuberculosis GlmU: inhibition of mycobacterial GlmU enzyme – biochemical, glucosamine-1-phosphate acetyltransferase (AID 1376); one-dose inhibition, %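 (tested at 30 µM in the primary screen)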; IC50 in µM for titrated hits; M. tuberculosis GlmU acetyltransferase enzyme assay; higher % means a stronger effect; 0.25% of 220,000 active; in the data active = inhibition above about 13%;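 note: 0% = complete reaction with vehicle and 100% = reaction without substrate; strong numbers were not always called active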
* = called active by the depositor; . = not tested or not shown. Some of the compounds tested (hit frequency here may not be typical).

Value order – RmlCD inh 1536, M. tuberculosis GlmU
- CC(C)(C)N1CC2([N+](=O)[O-])CN(C(C)(C)C)CC([N+](=O)[O-])(C1)C2
  -5, 8.5%
- Cc1cccc(Cc2nnc(CCC(=O)N(CC3CC3)CC3CCCO3)o2)c1 (stereo not drawn)
  -5, 7.3%
- Cc1[nH]c2ccccc2c1CCNC(=O)CCC(=O)c1ccccc1
  12, 5.4%
- Cc1nc2ccc3[nH]snc3c2n1
  ., 9.3%
- C#CCNC(=O)C1=C[C@@H](C2CCCCC2)C[C@@H](OCc2ccc(CO)cc2)O1
  ., 0.9%
- CC(C)CNC(=O)CC1Nc2ccccc2NC1=O (stereo not drawn)
  7, -2.1%
- COc1ccccc1NC(=O)c1csc(-n2nc(C)cc2C(F)(F)F)n1
  65, -1.5%
- Cc1nnsc1C(=O)Nc1cccc(Cl)c1Cl
  ., 4.7%
- CC1SC(c2ccc(F)cc2)NC1=O (stereo not drawn)
  4, 2.1%
- CCn1c(SCc2nc(-c3ccc(OC)c(OC)c3)no2)nnc1-c1cccs1
  ., 2.2%
- N#C/C(=C\c1ccc(OC(=O)c2ccc(Cl)s2)cc1)c1nc2ccccc2[nH]1
  ., -6.7%
- COC(=O)c1nc[nH]c1C(=O)OC
  ., 4.9%
- CCCOc1ccc(/C(O)=C2/C(=O)C(=O)N(CCOC)C2c2cccnc2)cc1 (stereo not drawn)
  -12, .
- Cc1cc(Nc2ccccc2C(=O)O)n(-c2cccc(Cl)c2)n1
  ., 2.0%
- COc1ccc(-c2ccc(CCC(=O)O)n2-c2ccccc2O)cc1
  ., 4.1%
- COc1cc2[nH]c(=O)n(CCCCCC(=O)NCCCN3CCC(C)CC3)c(=O)c2cc1OC
  ., -2.2%
- O=C(Nc1cccc(NC(=S)NC(=O)c2cccs2)c1)c1ccccc1
  ., 3.1%
- Cn1nc(C(=O)OCC(=O)c2ccc[nH]2)c2ccccc2c1=O
  -5, 1.1%
- Cc1cccc(Oc2nccc(C(F)(F)F)c2C(=O)Nc2ccc(F)cc2F)c1
  ., -1.7%
- COCCNC(=O)Cc1cn(C)c2ccccc12
  -12, 5.6%
- CC1CC(NC(=O)C2C3CCC(O3)C2C(=O)O)CC(C)(C)C1 (stereo not drawn)
  -9, -4.2%
- CCOc1ccc(NC(=O)Nc2cccnc2)cc1
  ., -0.3%
- O=C(CCC(=O)Nc1ccccc1)N/N=C/C=C/c1ccccc1
  ., 10.0%
- O=C(CN1C(=O)CCS(=O)(=O)c2ccccc21)Nc1cccc(F)c1
  12, -0.3%
- Cc1cc(C)c2c(C)c(C(=O)Nc3c(C)n(C)n(-c4ccccc4)c3=O)oc2c1
  ., -2.7%
- Cc1noc(C)c1C(=O)NCCCc1ccccc1
  -3, 7.2%
- COC(=O)C[n+]1cccc2ccccc21
  2, 0.7%
- CC(C)OC(=O)CSc1nc2cccnc2n1C1CCCCC1
  -4, 7.7%
- CCCC1=C(C(=O)OCC)C(c2cccs2)C(C#N)=C(N)O1 (stereo not drawn)
  48, 1.5%
- COc1ccc(NC(=O)c2oc3ccccc3c2NC(=O)COc2ccccc2OC)c(OC)c1
  -4, -1.5%

5 records picked at random from the list so far, as already listed:
Value order – RmlCD inh 1536, M. tuberculosis GlmU
- COc1ccccc1NC(=O)c1csc(-n2nc(C)cc2C(F)(F)F)n1
  65, -1.5%
- Cc1cc(C)c2c(C)c(C(=O)Nc3c(C)n(C)n(-c4ccccc4)c3=O)oc2c1
  ., -2.7%
- CC1CC(NC(=O)C2C3CCC(O3)C2C(=O)O)CC(C)(C)C1 (stereo not drawn)
  -9, -4.2%
- CCOc1ccc(NC(=O)Nc2cccnc2)cc1
  ., -0.3%
- CCCOc1ccc(/C(O)=C2/C(=O)C(=O)N(CCOC)C2c2cccnc2)cc1 (stereo not drawn)
  -12, .

(listing goes on)
Value order – RmlCD inh 1536, M. tuberculosis GlmU
- CCOC(=O)c1ccc(-n2c(-c3ccco3)nc3ccccc3c2=O)cc1
  ., 3.7%
- OC1(C#CCN2CCOCC2)CCCCC1
  -13, 1.2%
- Cc1ccc(-n2nc(C)c(NC(=O)CCl)c2C)cc1
  10, -6.1%
- Cn1nc(C(C)(C)C)c([N+](=O)[O-])c1C(=O)Nc1ccccc1
  3, 6.3%
- CC(C)Cn1c(N)c(C(=O)COC(=O)c2ccc3ccccc3n2)c(=O)n(C)c1=O
  -3, 0.7%
- Cc1ccc2cc(C3CC(c4ccco4)=NN3C(=O)CCC(=O)O)c(Cl)nc2c1 (stereo not drawn)
  ., 2.0%
- COC(=O)C(CSCc1ccccc1)NC(=O)CSc1nc(N)cc(=O)[nH]1 (stereo not drawn)
  -4, 1.6%
- CCN1CCN(C(=O)COc2ccc(S(=O)(=O)NC(C)C)cc2)CC1
  ., -2.5%
- O=c1c2ccccc2nc(N2CCCC2)n1-c1ccc(Cl)cc1
  -13, 3.5%
- CC(C)(C)NC(=O)NC(=O)COC(=O)CCCc1c[nH]c2ccccc12
  -9, -0.7%
- CCOC(=O)c1nnn(-c2nonc2N)c1-c1cccs1
  4, 1.1%
- O=c1[nH]c(=O)n(-c2cccc3ccccc23)c(O)c1/C=N/N1CCCCC1
  6, 1.6%
- CC(C)Cc1nnc(NC(=O)CCN2C(=O)c3ccccc3C2=O)s1
  -2, -1.8%
- O=C1N/C(=N\c2ccccn2)SC1Cc1ccc(Cl)cc1 (stereo not drawn)
  -7, 4.3%
- O=C1CC(c2ccccc2)C(=O)N1c1cccc(O)c1 (stereo not drawn)
  10, -3.1%
- CC(C)(C)NC(=O)CSc1nncn1NCc1c(Cl)cccc1Cl
  -9, -1.0%
- O=C(NNc1cccc(Cl)n1)c1ccc(Cl)nc1
  ., -3.2%
- C=CCOc1c(Cl)cc(C2NC(=O)NC(C)=C2C(=O)OC)cc1Cl (stereo not drawn)
  -15, 3.1%
- COc1ccc(Oc2nnnn2-c2ccccc2)cc1
  ., 2.1%
- O=C(NCc1nnc2c3ccccc3c(-c3ccccc3)nn12)c1ccc(Cl)cc1
  1, 3.9%
- O=C(CSc1nc(-c2ccco2)cc(C(F)(F)F)n1)N1CCN(c2cccc(Cl)c2)CC1
  ., 3.4%
- CCCCCCn1c(SCCC)nc2c1c(=O)[nH]c(=O)n2C
  -4, 1.1%
- CCn1cc(CNCc2cn(-c3ccccc3C)nc2-c2ccc(OC)c(F)c2)cn1
  -12, -3.2%
- N=c1c(C(=O)NCC2CCCO2)cc2c(=O)n3ccccc3nc2n1Cc1cccnc1 (stereo not drawn)
  -8, 13%
- CCOc1ccc(-c2nc(N)ncc2-c2ccccc2)c(O)c1
  -14, 6.6%
- CC(C)CCNC(=O)c1ccc2nc[nH]c2c1
  15, -4.4%
- Cn1c(=O)c2c(nc(N/N=C/c3cccnc3)n2Cc2ccc(F)cc2)n(C)c1=O
  -12, 4.0%
- c1ccc(-c2ccc(-c3cn4c(n3)CCC4)cc2)cc1
  11, -2.1%
- CS(=O)(=O)c1ccc2nc(NC(=O)c3cccs3)sc2c1
  9, -1.5%
- CCn1c(SCC(=O)c2ccc(O)c(O)c2)nnc1-c1ccccc1
  -3, .

Single records, from the list above.
Profile of `CCCCCCn1c(SCCC)nc2c1c(=O)[nH]c(=O)n2C` = RmlCD inh 1536 = -4; M. tuberculosis GlmU = 1.1%
Profile of `COc1ccc(Oc2nnnn2-c2ccccc2)cc1` = RmlCD inh 1536 = .; M. tuberculosis GlmU = 2.1%

Reformatted as a markdown table: part of the list above
| Compound | RmlCD inh 1536 | M. tuberculosis GlmU |
| --- | --- | --- |
| CC(C)CCNC(=O)c1ccc2nc[nH]c2c1 | 15 | -4.4% |
| Cn1c(=O)c2c(nc(N/N=C/c3cccnc3)n2Cc2ccc(F)cc2)n(C)c1=O | -12 | 4.0% |
| c1ccc(-c2ccc(-c3cn4c(n3)CCC4)cc2)cc1 | 11 | -2.1% |

Additional structures:
Value order – RmlCD inh 1536, M. tuberculosis GlmU
- Cc1nc([N+](=O)[O-])c(Br)n1CC(=O)c1ccc(Cl)cc1
  ., -2.6%
- Cc1nc(Nc2ccccc2Cl)sc1C(=O)Nc1ccccc1
  -10, 0.8%
- CCCCC(O)(CCCC)C(=O)NN(C(=O)OC)c1ccccc1
  4, 8.0%
- CCN1CCN(c2nc3c(C)cccn3c(=O)c2/C=C(\C#N)S(=O)(=O)c2ccc(C)cc2)CC1
  -11, -4.6%
- CCN1CCN(C(c2cccc(OC)c2)c2sc3nc(C)nn3c2O)CC1 (stereo not drawn)
  6, 2.6%
- Cn1c(-c2ccccc2)cc2c3no[n+]([O-])c3ccc21
  6, 2.0%
- O=C(COc1ccc(/C=N/NS(=O)(=O)c2ccccc2)cc1)Nc1ccc(F)cc1
  17, 2.8%
- CC(C)Oc1ccc(C2CC(=O)N(Nc3ccc([N+](=O)[O-])cc3[N+](=O)[O-])C2=O)cc1 (stereo not drawn)
  3, 3.0%
- O=[N+]([O-])c1ccc2c(c1)C(O)n1nc(-c3ccccc3)nc1S2 (stereo not drawn)
  ., 3.9%
- O=c1c2ccccc2nnn1CSc1ccccc1F
  -4, -2.9%
- Cc1ccc(CC2(O)CC(C)N(C)CC2C)c(C)c1 (stereo not drawn)
  ., 1.2%
- COC(=O)c1c(NC(=O)CSc2n[nH]c(N)n2)sc(C)c1C
  13, -8.1%
- CC(=O)Nc1ccc(C(=O)NCC(=O)OCc2c(F)cccc2Cl)cc1
  8, 0.6%
- O=C(/C(=C/O)N=Nc1ccccc1)c1cccs1
  -12, 2.5%
- CC(C)C(NS(=O)(=O)c1cccs1)C(=O)NCc1ccc2c(c1)OCO2 (stereo not drawn)
  ., 6.2%
- CCN1C(=O)C(CC(=O)Nc2c(C)cccc2C)SC1=Nc1ccc(S(N)(=O)=O)cc1 (stereo not drawn)
  ., 6.3%
- CCN1CCN(C(c2cccs2)C(C)NC(=S)NC2CCCCC2)CC1 (stereo not drawn)
  8, 4.0%
- CCOP(=O)(c1ccc(N(C)C)cc1)C(O)c1c(Cl)cccc1Cl (stereo not drawn)
  5, 1.3%
- CN(C)S(=O)(=O)c1ccc(NC(=O)Cn2c(-c3ccccc3)noc2=O)cc1
  -2, -4.3%
- Cc1onc(-c2c(F)cccc2Cl)c1C(=O)Nc1cccc2nsnc12
  3, 2.2%
- CN1C(=O)/C(=C/c2ccco2)SC1=Nc1ccc(N2CCOCC2)cc1
  ., 2.6%
- COCCNS(=O)(=O)c1ccc(-c2ccc(Cl)cc2)cc1
  ., 1.5%
- CC(C)(C)c1ccc(S(=O)(=O)N2CCCC2C(=O)N2CCOCC2)cc1 (stereo not drawn)
  3, 7.0%
- CC1CCN(C(=O)COC(=O)c2ccc3c(c2)OCO3)CC1
  -8, 2.0%
- Cc1cccc(OCC(=O)Nc2ccc3c(c2)OCCO3)c1
  7, 2.0%
- c1ccc(CCc2ccccc2-c2nc(-c3ccccn3)no2)cc1
  -6, 16%
- O=C(COC(=O)c1ccc(Cl)nc1)Nc1ncc(Cl)cc1Cl
  -5, -6.4%
- CCC(C)(C)NC(=O)C(c1cccnc1)N(C(=O)c1csnn1)c1ccc(C)cc1 (stereo not drawn)
  2, -1.9%
- COc1cc(/C=N/NC(=O)C(=O)NCC2CCCO2)ccc1O (stereo not drawn)
  -10, -1.8%
- CN(c1ccccc1)c1ccc(/C=N/N2CCOCC2)cc1
  8, -0.4%

Following part:
Value order – RmlCD inh 1536, M. tuberculosis GlmU
- COc1ccc(NC(=O)/C(Cl)=C(/Cl)S(=O)(=O)Cc2ccccc2)cn1
  3, -3.2%
- Cc1ccnc2nc(C(=O)Nc3nnc(CC(C)C)s3)nn12
  ., -3.6%
- COC(=O)[C@@H]1C[C@]2(Br)c3ccccc3N(S(=O)(=O)c3ccccc3)[C@@H]2N1C(=O)OC
  ., 1.0%
- Cc1cccc(C(=O)N/C(=C\c2ccc(C)o2)C(=O)O)c1
  -12, 6.7%
- COC(=O)c1ccc2c(=O)n(CCCCCC(=O)NCc3ccc4c(c3)OCO4)c(=O)[nH]c2c1
  9, 4.3%
- Cc1noc(NS(=O)(=O)c2ccc(N/C=C\C(=O)c3ccc(Br)cc3)cc2)c1C
  -5, 9.1%
- Nc1nc2c(ncn2COCCO)c(=O)[nH]1
  ., 5.2%
- COC(=O)c1ccc2c(=O)n(CC3CCCO3)c(SCC(=O)NCCc3ccc(S(N)(=O)=O)cc3)nc2c1 (stereo not drawn)
  2, 0.5%
- CC(C)OP(=O)(OC(C)C)C(O)c1ccccc1F (stereo not drawn)
  12, -3.4%
- COc1ccc(CCNC(=O)C2CC(=O)N(C3CCCCCCC3)C2)cc1OC (stereo not drawn)
  ., 2.0%
- C=CCNC(=O)C1CCN(c2ccc(S(=O)(=O)N3CCOCC3)cc2Cl)CC1
  -13, -4.7%
- CC(=O)Nc1cc(S(=O)(=O)Nc2ccccc2)c(C)cc1C
  1, 0.2%
- CC(C)CCNC(=S)Nc1ccccn1
  4, 1.3%
- CCCn1c(N)c(N2CCCCC2)c(=O)n(CC(=O)Nc2ccccc2C)c1=O
  -10, 1.4%
- O=C(COC(=O)COc1ccccc1)Nc1ccc(OC(F)(F)F)cc1
  10, -3.3%
- CC(=O)N(NC(=O)c1ccccc1Cl)C1CC(=O)N(c2ccc(C)cc2)C1=O (stereo not drawn)
  ., 2.0%
- CC(C)CC(=O)N1CCN(C(=O)c2cccc(F)c2)CC1
  -10, 2.6%
- O=S(=O)(/C=C/c1ccccc1)Oc1ccccc1
  3, 6.2%
- COc1ccc(NC(=O)c2sc(=S)[nH]c2N)cc1
  -4, 4.7%
- COc1ccc(OC)c(NC(=O)CN2C(=O)c3ccccc3S2(=O)=O)c1
  4, 6.7%
- COC(=O)C(NC(=O)c1ccccc1)=C1CCCCC1
  ., -1.6%
- CCOC(=O)C1=C(CS(=O)(=O)c2ccc(F)c(C)c2)NC(=O)NC1c1ccc(O)c(O)c1 (stereo not drawn)
  40, 3.9%
- CCN(CC)CCCN=Cc1c(O)n(-c2ccc(C)cc2)c(=O)c2ccccc12
  -4, -0.4%

Screens deposited in PubChem BioAssay by several laboratories.
